PfHsp90 yeast 2: inhibits growth of yeast expressing Plasmodium falciparum Hsp90; S. cerevisiae expressing PfHsp90, BacTiter-Glo ATP, 48 h; yeast lacking PDR1 and PDR3 efflux regulators; AID 504621; inhibition, % at 9.4 µM; hit rate 0.32% among 310,000;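 active = every replicate shows inhibition above about 80%, whatever the replicate mean, limit read from the data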;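 note: 0% = DMSO neutral controls and 100% = 20 µM radicicol positive controls; yeast relying on Plasmodium falciparum Hsp90 in place of its own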
OPRM1-OPRD1 inv: inverse agonists of human mu-delta opioid receptor heterodimerization; P35372+P41143; cell-based MOR-DOR heterodimer luminescence, inverse agonism; inhibition, % at 9.3 µM; hit rate 0.21% among 340,000; AID 504357; in the data active = inhibition above about 22%, passing the limit was not always enough;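 note: 0% = cells with DMSO and 100% = wells without cells with DMSO; values of inactives mirror those of a sister screen read the other way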
DSG3 Ab inh: human desmoglein-3 autoantibody binding inhibition; P32926; DSG3-coupled beads, scFv-anti-DSG3-GFP binding, flow cytometry; stronger effect = lower value; binding (percent of control), % at 10 µM; hit rate 0.48% among 310,000; AID 588358;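 active = binding more than 3 SD below its plate's average and above zero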;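 note: hits lower antibody fragment binding to DSG3; some compounds called inactive have numbers as strong as hits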
Target sequence (P32926 whole entry, looked up, the tested form may be a part): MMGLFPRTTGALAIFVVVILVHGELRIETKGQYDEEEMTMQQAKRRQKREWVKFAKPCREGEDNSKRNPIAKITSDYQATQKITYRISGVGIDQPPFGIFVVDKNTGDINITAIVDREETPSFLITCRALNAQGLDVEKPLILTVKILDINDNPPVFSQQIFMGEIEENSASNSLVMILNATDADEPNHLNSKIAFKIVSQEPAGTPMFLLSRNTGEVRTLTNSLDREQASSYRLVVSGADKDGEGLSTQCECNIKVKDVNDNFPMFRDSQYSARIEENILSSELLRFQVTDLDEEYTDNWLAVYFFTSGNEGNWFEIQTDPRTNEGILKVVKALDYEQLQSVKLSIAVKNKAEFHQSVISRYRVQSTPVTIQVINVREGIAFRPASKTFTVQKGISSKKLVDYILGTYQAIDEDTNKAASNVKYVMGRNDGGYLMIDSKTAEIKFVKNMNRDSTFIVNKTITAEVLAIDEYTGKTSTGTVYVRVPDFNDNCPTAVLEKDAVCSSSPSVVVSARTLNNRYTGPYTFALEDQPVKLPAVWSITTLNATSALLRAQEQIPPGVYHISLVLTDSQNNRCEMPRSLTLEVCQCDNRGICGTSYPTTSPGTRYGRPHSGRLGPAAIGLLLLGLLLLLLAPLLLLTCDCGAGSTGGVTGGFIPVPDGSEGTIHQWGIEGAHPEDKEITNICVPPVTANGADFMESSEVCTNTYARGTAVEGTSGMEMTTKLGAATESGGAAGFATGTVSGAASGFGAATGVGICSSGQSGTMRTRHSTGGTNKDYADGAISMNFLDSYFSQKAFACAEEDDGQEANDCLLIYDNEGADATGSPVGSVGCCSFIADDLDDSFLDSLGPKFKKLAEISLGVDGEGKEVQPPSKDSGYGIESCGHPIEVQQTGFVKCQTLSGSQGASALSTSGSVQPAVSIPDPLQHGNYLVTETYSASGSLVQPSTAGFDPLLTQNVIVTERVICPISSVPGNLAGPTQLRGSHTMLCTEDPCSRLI
Arrestin-AP2 inh: blocks beta-arrestin peptide binding to AP2 adaptin. hit rate 0.31% among 340,000. AID 504490. inhibition, % at 10 µM. FITC-arrestin peptide / GST-AP2 beads, flow cytometry; AP2 beta2 appendage carries R879A mutation;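 active = inhibition above a set limit, near 3 SD of compounds lacking own fluorescence, cut at about 54% in these data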;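 note: plate controls were DMSO wells for no effect and 5 µM unlabelled arrestin peptide for full effect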
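System: GST-tagged AP2 beta2-adaptin appendage (R879A) on 4 µm glutathione beads / Reagent: FITC-arrestin peptide, 50 nM / Detection: HyperCyt-sampled flow cytometry, FL1 channel, ex 488/em 535 nm / Timing: 12 min plus 1 h, RT / Buffer or medium: PBS plus Tween 20 (0.05%) and BSA (0.1%)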
E coli growth: reduces bacterial viability in AddAB counter-screen. E. coli V3065 growth, OD600 absorbance, 18 h. inhibition, % at 11.9 µM. hit rate 0.27% among 330,000. AID 449728;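 active = inhibition above the campaign's mean inhibition across all tested compounds plus 3 SD, cut at about 9.9% in these data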;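 note: uninfected addAB+ strain grown without phage in ampicillin broth; 0% = DMSO wells and 100% = ciprofloxacin 0.95 µg/ml wells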
Mot1-301 SUMO: SUMOylation pathway inhibition by Mot1-301 growth rescue; S. cerevisiae Mot1-301 growth rescue, ATP luminescence, 38.5C; percent above DMSO median, 100 means doubled; growth rescue, % at 18.8 µM; hit rate 1% among 320,000; AID 2716;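 active = every valid replicate shows activation above 250% relative to neutral control wells; inactive = the rest, any valid replicate at or below 250%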;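 note: OY570 slx delta 5 strain wells were the positive control but not used for scaling; some compounds called inactive have numbers as strong as hits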
PKA-R1A activ: activates the PKA-R1A holoenzyme complex | P00514+P68181 | PKA-R1A dissociation, Cy5-IP20 fluorescence polarization; scaled: DMSO 0%, 113 µM cGMP 100% | hit rate 0.083% among 340,000 | activation, % at 11.4 µM | AID 504707;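 active = percent activation above the mean of all tested compounds plus 3 SD, cut at about 19% in these data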;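 note: higher means more PKAc released from R1A so a rise in polarization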
phage Ecoli inh: E. coli growth loss with phage present | growth absorbance | inhibition, % at 11.9 µM | hit rate 0.26% among 360,000 | AID 651602; in the data active = inhibition above about 11%
Tat export inh: inhibitors of E. coli Tat protein transport. AID 488895. E. coli MC4100 TorA-mCherry Tat export, fluorescence. hit rate 0.036% among 340,000. inhibition, % at 10 µM;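 active = mean replicate inhibition at least 50% and at least half of replicates individually reaching 50%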;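 note: exported cargo escapes ClpAP degradation while cytoplasmic cargo is degraded and loses fluorescence; 0% = median of neutral control wells and 100% = median of NaSCN control wells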
AddAB inh: less growth of phage-infected E. coli with AddAB. inhibition, % at 11.9 µM. hit rate 0.29% among 330,000. AID 435030. E. coli expressing H. pylori AddAB, absorbance growth; in the data active = inhibition above about 12%;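 note: 0% = vehicle wells of infected cells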
OPRM1-OPRD1 ag: agonists of human mu-delta opioid receptor heterodimerization; AID 504326; hit rate 0.3% among 340,000; activation, % at 9.3 µM; cells, OPRM1-OPRD1 heterodimerization, luminescence; in the data active = activation above about 18%;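 note: 0% = vehicle-treated cells and 100% = reference agonist; values of inactives mirror those of a sister screen read the other way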
An asterisk follows results filed as active; i = inactive; . = not tested or not shown; & = joins results of further samples.

SMILES	PfHsp90 yeast 2	OPRM1-OPRD1 inv	DSG3 Ab inh	Arrestin-AP2 inh	E coli growth	Mot1-301 SUMO	PKA-R1A activ	phage Ecoli inh	Tat export inh	AddAB inh	OPRM1-OPRD1 ag
CN1CCN(c2ccc(Cl)cc2NC(=O)c2cc(=O)[nH]c3ccccc23)CC1	4	6	99	-1	-2.9	-12	4	1.4	-6	-0.1	-1.6
CN1CCN(C(=O)c2cc3c(ccc4ccccc43)oc2=O)CC1	30	9	70	8	-0.8	-15	7	1.3	14	1.8	-1.6
COc1ccccc1-c1nnc(SCC(=O)Nc2ccc(N3CCOCC3)cc2)n1N	10	9	114	4	1.1	14	-9	4.3	0	-0.8	-1.7
O=C(C1CCC(=O)N(C2CC2)C1)N1CCC(Oc2cccc(C(F)(F)F)c2)CC1 (centres undefined)	3	15	.	-4	.	.	5	2.3	0	.	-2.9
O=C(Nc1ccccc1N1CCCCC1)c1ccc(F)cc1	2	-51	95	-3	-0.8	0	0	0.5	4	0.0	8.4
CCOC(=O)C1ON2CCCCC2C1(O)C(F)(F)F (centres undefined)	-12	11	146	33	0.9	528*	-2	2.6	-4	2.6	-1.9
O=c1oc2cc(O)ccc2s1	18	10	107	4	10.0*	7	-10	1.6	-1	8.3	-1.8
COc1ccccc1NC(=O)COC(=O)Cc1c[nH]c2ccccc12	14	-2	101	15	-0.8	-9	8	1.8	-6	0.0	0.4
CC(C)C(=O)Nc1nnn(C)n1	.	18	101	3	2.7	215	2	1.9	10	4.0	-3.9
COc1ccc(NC(=O)COc2cccc3c2OC(C)(C)C3)c(OC)c1	.	3	103	-3	.	.	3	3.3	12	.	-0.4
O[C@@H]1[C@@H](O)C=C2CCN3Cc4cc5c(cc4[C@H]1C23)OCO5 (some centres undefined)	17	-2	98	25	-0.9	192	9	2.1	14	-1.3	0.4
COc1cc(-c2nc3cnccn3c2Nc2c(C)cccc2C)ccc1O	8	-6	105	21	2.7	0	-4	0.6	1	3.9	1.0
COc1ccc(NC(=O)CCN2C(=O)c3ccccc3C2=O)cc1	-7	10	118	-9	0.1	11	4	2.2	4	-0.2	-2.1
CCc1nn(CCCC(=O)NCc2ccccc2Br)c(=O)c2cc3occc3n12	17	10	100	-8	-3.1	16	-11	0.4	20	2.2	-1.9
c1ccc(Cn2nnnc2C(c2cccs2)N2CCCCCC2)cc1 (centres undefined)	3	2	.	3	1.4	45	-13	0.4	9	4.2	-0.5
Cc1onc(-c2ccccc2)c1C(=O)NCc1ccco1	-3	19	103	15	1.4	20	-3	3.4	2	0.5	-3.6
COCCn1c(SCC#N)nnc1-c1ccc([N+](=O)[O-])cc1	-11	7	103	0	2.6	10	-4	4.7	7	4.0	-1.2
O=[N+]([O-])c1ccccc1S(=O)(=O)N1CCCC(C(F)(F)F)C1 (centres undefined)	9	14	116	9	-1.4	-5	2	-0.2	-4	2.6	-2.8
Cc1ccccc1-n1c(Cn2c(=O)sc3ccccc32)nnc1SCC(=O)Nc1nccs1	3	5	110	0	0.7	52	-3	1.7	-17	3.6	-0.9
Cc1cccc(NC(=O)c2cc(S(=O)(=O)c3ccccc3)ccc2Cl)c1	3	2	107	-7	-1.8	10	4	4.1	1	2.1	-0.5

Record cards, from the list above. Order of values: PfHsp90 yeast 2, OPRM1-OPRD1 inv, DSG3 Ab inh, Arrestin-AP2 inh, E coli growth, Mot1-301 SUMO, PKA-R1A activ, phage Ecoli inh, Tat export inh, AddAB inh, OPRM1-OPRD1 ag
`Cc1ccccc1-n1c(Cn2c(=O)sc3ccccc32)nnc1SCC(=O)Nc1nccs1` is listed as 3, 5, 110, 0, 0.7, 52, -3, 1.7, -17, 3.6, -0.9
`Cc1cccc(NC(=O)c2cc(S(=O)(=O)c3ccccc3)ccc2Cl)c1` is listed as 3, 2, 107, -7, -1.8, 10, 4, 4.1, 1, 2.1, -0.5
`O[C@@H]1[C@@H](O)C=C2CCN3Cc4cc5c(cc4[C@H]1C23)OCO5` (some centres undefined) is listed as 17, -2, 98, 25, -0.9, 192, 9, 2.1, 14, -1.3, 0.4
`COc1cc(-c2nc3cnccn3c2Nc2c(C)cccc2C)ccc1O` is listed as 8, -6, 105, 21, 2.7, 0, -4, 0.6, 1, 3.9, 1.0
`COCCn1c(SCC#N)nnc1-c1ccc([N+](=O)[O-])cc1` is listed as -11, 7, 103, 0, 2.6, 10, -4, 4.7, 7, 4.0, -1.2

A few values from above:
DSG3 Ab inh result of `O[C@@H]1[C@@H](O)C=C2CCN3Cc4cc5c(cc4[C@H]1C23)OCO5` (some centres undefined) stands at 98
OPRM1-OPRD1 inv result of `O=[N+]([O-])c1ccccc1S(=O)(=O)N1CCCC(C(F)(F)F)C1` (centres undefined) stands at 14

(next part)
SMILES	PfHsp90 yeast 2	OPRM1-OPRD1 inv	DSG3 Ab inh	Arrestin-AP2 inh	E coli growth	Mot1-301 SUMO	PKA-R1A activ	phage Ecoli inh	Tat export inh	AddAB inh	OPRM1-OPRD1 ag
CN1C(=O)CC(NNC(=O)c2ccc(Cl)cc2)C1=O (centres undefined)	19	2	98	-19	-1.6	1	8	1.9	14	-1.4	-0.4
Cc1oc(C(C)(C)C)cc1C(=O)Nc1ccc(N2CCOCC2)cc1	3	16	.	-14	-0.7	28	6	1.3	0	-0.7	-3.2
COc1ccc(CCCC(=O)N/N=C\c2cccs2)cc1	-19	-1	103	9	1.1	30	-4	4.1	-2	0.0	0.2
CC(=O)c1cccc(S(=O)(=O)NCC2CCCCC2)c1	-10	-9	94	-6	-0.9	-16	3	1.5	7	1.2	1.8
Cc1cccc(OCC(=O)Nc2ccc(NC(=O)c3ccccc3)cc2)c1	9	-15	104	1	0.8	64	14	3.5	3	0.6	2.8
c1ccc2c(Nc3nc4c(s3)CCCC4)cccc2c1	.	-25	103	-1	-4.0	-13	-1	0.9	-9	-3.7	4.6
COc1ccc(C(CNC(=O)CSc2ccccc2C)N(C)C)cc1 (centres undefined)	-12	i	102	27	0.5	233	5	2.6	-7	1.8	115*
COc1ccc(CC(=O)NNC(=O)c2cc(C)[nH]n2)cc1	-3	2	.	22	-3.2	86	-11	1.2	3	0.4	-0.3
CCOC(=O)C1CCCN(c2c(NCCCN3CCCC(C)C3)c(=O)c2=O)C1 (centres undefined)	6	-20	100	5	0.4	-2	7	1.8	-17	1.5	3.6
Cc1ccc(NC(=S)N(CCN2CCCCC2)Cc2ccco2)cc1C	-5	20	104	28	0.1	-2	-2	2.8	-7	5.5	-3.7
Fc1cccc(-c2cc3nc4c(c(N5CCOCC5)n3n2)CCCC4)c1	.	-8	95	9	-0.7	94	-6	-0.8	13	-1.6	1.4
Cc1cccc(NC(=O)Cn2c(=O)n(CC3CCCO3)c(=O)c3ccccc32)c1 (centres undefined)	24	-6	.	10	1.4	41	4	1.6	15	3.6	0.9
CC(=O)c1ccc(Oc2cc(C(F)(F)F)cnc2C(N)=O)cc1	8	9	111	-1	-0.8	3	-3	3.4	-8	2.2	-1.8
CC(C)C1=C2CCCCC2NC(=O)N1 (centres undefined)	.	-13	96	17	1.6	10	-11	2.2	1	2.7	2.2
CN1CCN(NC(=S)Nc2ccccc2)CC1	-5	.	121	-2	-0.3	16	.	3.0	21	2.6	.
COc1ccccc1P(=O)(Cc1ccccc1)c1ccccc1 (centres undefined)	-7	8	95	-10	-1.6	0	-6	1.0	11	-1.8	-1.7
CCOc1ccc(-c2nc(CCl)cs2)cc1	12	10	100	1	2.0	3	-2	0.5	2	3.1	-2.0
COc1ccc(C)cc1N(CC(=O)Nc1ccc(S(=O)(=O)N2CCOCC2)cc1)S(C)(=O)=O	1	8	106	0	0.4	0	-3	2.6	1	3.4	-1.4
Cc1ccc(N2CC(NS(=O)(=O)c3cccnc3)CC2=O)cc1C (centres undefined)	-61	10	106	22	2.3	-12	-1	2.2	-7	3.0	-2.0
CC(C)Oc1ccc(C2NC(=O)NC2=O)cc1 (centres undefined)	-20	18	.	9	-2.5	-11	-1	0.4	-6	3.5	-3.0
COc1ccc2c(c1)CC[C@@H]1[C@@H]2CC[C@]2(C)C(=O)CC[C@@H]12	-8	-24	.	9	-2.2	124&2	-4	4.9	3	-1.9	4.4
Cc1ccc2nc(N3CCC(C(=O)NC4CCCCC4)CC3)sc2c1	11	-10	103	-1	-1.8	-1	0	0.6	1	3.3	2.1
CC1=C(C(=O)OC(C)C)C(C)C(C(=O)OC(C)C)=C(C)N1	.	-24	100	9	-1.4	1	2	-1.0	2	-0.5	4.5
CCc1ccc(OCC2c3cc(OC)c(OC)cc3CCN2C(C)=O)cc1 (centres undefined)	11	16	101	-1	-1.2	18	-6	.	1	2.3	-3.1
CC(C)CN(CC(C)C)C(=O)CN1C(=O)NC2(CCc3ccccc3C2)C1=O (centres undefined)	4	11	102	31	-2.2	-5	-1	3.5	-5	1.2	-2.3
Cc1ccc(S(=O)(=O)N2CCOCC2)cc1NC(=O)COC(=O)CNC(=O)c1ccccc1	25	-1	102	2	-0.4	532*	5	-0.2	-11	-0.5	0.1
CCOC(=O)N1CCN(C(=O)COc2cccc3c2CCN(Cc2ccc(F)cc2)C3=O)CC1	-16	-9	98	24	1.6	0	-5	1.0	25	4.5	1.7

Screening results from PubChem BioAssay.
